# M18AAP inhibitor: PfM18AAP enzyme inhibition | recombinant PfM18AAP, H-Glu-NHMec fluorogenic cleavage | inhibition, % at 7.35 µM | actives 1.2% (n = 290,000);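 active means inhibition above the campaign mean inhibition over all tested compounds plus 3 SD, cut at about 28% in these data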;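 further: 0% = plate median of test compound wells and 100% = 2 mM ZnCl2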
# NALP1 inh: inhibitors of NALP1 inflammasome in yeast. S. cerevisiae NALP1/ASC/caspase-1 growth, X-gal OD620, 72 h. inhibition, % at 10 µM. actives 0.61% (n = 280,000). AID 2071; in the data active means inhibition mostly above about 24%, no sharp cut-off; inactive means mostly below about 32%; further: some compounds called inactive have numbers as strong as hits
# DNA FID counter: fluorescent intercalator displacement, NS3 helicase counter-screen | inhibition, % at 7.9 µM | actives 0.17% (n = 290,000) | DNA fluorescent intercalator displacement, fluorescence; in the data active means inhibition above about 37%;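 further: 0% = vehicle and 100% = reference compound; higher means more ethidium bromide displaced from hairpin DNA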
# MEKK3 PB1 HTS: modulators (inhibitors or enhancers) of MEK5 binding to human MEKK3 PB1 domain | actives 1.4% (n = 290,000) | Q99759 | bead-based flow cytometry, Alexa488-MEK5 binding to MEKK3; actives lie on both sides; 0 = blocked by unlabeled MEK5, 100 = vehicle | binding response (% of control), % at 10 µM | AID 1529;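 active means binding response more than 3 SD above or below the average of its plate-row segment, actives on both sides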;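 further: Alexa488 bead fluorescence after subtracting the streptavidin-only scavenger bead signal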
# Target sequence (Q99759 whole entry, looked up, the tested form may be a part): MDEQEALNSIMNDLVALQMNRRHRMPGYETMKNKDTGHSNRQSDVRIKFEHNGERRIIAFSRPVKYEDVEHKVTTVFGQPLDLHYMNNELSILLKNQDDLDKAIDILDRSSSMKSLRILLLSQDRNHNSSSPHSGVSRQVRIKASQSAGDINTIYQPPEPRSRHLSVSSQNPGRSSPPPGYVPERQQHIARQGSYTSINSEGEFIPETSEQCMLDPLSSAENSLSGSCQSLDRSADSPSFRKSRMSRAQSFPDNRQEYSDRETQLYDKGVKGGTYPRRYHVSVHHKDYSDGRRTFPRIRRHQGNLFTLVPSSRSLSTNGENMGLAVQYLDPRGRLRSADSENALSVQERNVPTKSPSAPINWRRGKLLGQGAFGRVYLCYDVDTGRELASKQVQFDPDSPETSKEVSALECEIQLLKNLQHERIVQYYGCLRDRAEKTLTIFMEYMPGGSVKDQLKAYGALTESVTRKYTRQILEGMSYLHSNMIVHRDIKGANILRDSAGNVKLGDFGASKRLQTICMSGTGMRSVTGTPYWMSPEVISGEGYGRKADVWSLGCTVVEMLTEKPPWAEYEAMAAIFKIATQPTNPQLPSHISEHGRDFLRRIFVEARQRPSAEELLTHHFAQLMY
# MEKK2mut PB1 HTS: signal of MEK5 binding to mutant human MEKK2 PB1 domain; bead flow cytometry, Alexa488-MEK5 binding to MEKK2 mutant; percent response, % at 10 µM; actives 0.35% (n = 290,000); AID 1530; in the data active means percent response above about 24%, passing the limit was not always enough; further: inactives centre near 1; some results filed as inactive read as strong as hits; reference of the scale not given here
# PHOSPHO1 inh: blocks human PHOSPHO1 phosphatase activity. Q8TCT1. actives 1.1% (n = 290,000). inhibition, % at 13.3 µM. recombinant PHOSPHO1, absorbance phosphatase assay. AID 1565; in the data active means inhibition above about 60%
# Target sequence (Q8TCT1 whole entry, looked up): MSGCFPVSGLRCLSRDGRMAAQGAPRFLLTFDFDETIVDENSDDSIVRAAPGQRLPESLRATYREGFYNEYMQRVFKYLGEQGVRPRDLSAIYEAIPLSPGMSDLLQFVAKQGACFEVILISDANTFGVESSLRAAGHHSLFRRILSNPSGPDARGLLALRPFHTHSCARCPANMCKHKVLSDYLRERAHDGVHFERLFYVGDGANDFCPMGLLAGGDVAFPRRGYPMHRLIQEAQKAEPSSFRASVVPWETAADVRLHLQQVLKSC
# GPR7 antagonist: antagonists of human GPR7 (neuropeptides B/W receptor 1) | P48145 | GPR7-expressing cells, fluorescence antagonist assay | inhibition, % at 4.4 µM | actives 1.1% (n = 290,000); in the data active means inhibition above about 16%, passing the limit was not always enough;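 further: cells stimulated with the agonist NPW; 0% = agonist with vehicle and 100% = vehicle without agonist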
# OXTR ag: activates the human oxytocin receptor | P30559 | CHO-OTR cells, Fluo-8 calcium fluorescence; normalized: DMSO 0%, oxytocin 100% | activation, % at 3 µM | actives 0.32% (n = 320,000);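 active means activation above the mean of all tested compounds plus 3 SD, cutoff set per screening run, cut at about 20% in these data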;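 further: peak over basal fluorescence ratio from a 100 s FLIPR kinetic read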
# MEKK2 WT-MEK5: raises or lowers MEK5 binding to wildtype human MEKK2 PB1 domain | Q9Y2U5 | bead flow cytometry, Alexa488-MEK5 binding to MEKK2 WT; actives lie on both sides | binding response (% of control), % at 10 µM | actives 1.1% (n = 290,000) | AID 1531; in the data active means binding response below about 67% or above about 130%
# Active calls of the source: *; . = not tested or not shown.
SMILES,M18AAP inhibitor,NALP1 inh,DNA FID counter,MEKK3 PB1 HTS,MEKK2mut PB1 HTS,PHOSPHO1 inh,GPR7 antagonist,OXTR ag,MEKK2 WT-MEK5
CCc1nnc(NC(=O)Cc2c[nH]c3ccccc23)s1,2,12,-4,138*,7,-114,-9,-1.5,121
Cc1oc(-c2cccc(Cl)c2)nc1CN1CCC(C(=O)NCCCN2CCCC2=O)CC1,3,-4,-1,102,3,-14,-1,-0.5,103
COc1ccc(CCNC(=S)NNC(=O)c2c(Br)c(C)nn2C)cc1OC,4,-8,-40,103,0,-12,-9,.,103
COC(=O)C1=C(CS(=O)(=O)c2ccccc2)NC(=O)NC1c1ccc(OC)c(OC)c1 (configuration not stated),6,9,-6,101,-3,-24,-6,-0.5,99
CCCCNC(=O)C1CC(=O)N(CCc2ccccc2)C1 (configuration not stated),-12,11,-2,104,3,-13,-19,1.3,101
CCCCNC(=O)Nc1cc(C(F)(F)F)c[nH]c1=O,-5,6,-6,100,-4,-16,-14,0.3,94
CCN1CCN(CCCNC(=O)CCCn2nc(C)c3sc4ccccc4c3c2=O)CC1,-9,28,22,101,3,-6,-9,-0.9,109
N#Cc1ccccc1NC(=O)COC(=O)c1ccc2c(c1)OCCO2,-2,5,0,106,5,17,-4,-0.8,108
COc1c(Cl)cc(-c2noc(C)c2C(=O)NC(C)C)cc1Cl,0,31,-4,114,8,-16,-11,-0.9,96
CCOC(=O)C1CN(S(=O)(=O)c2ccc(C)cc2)CCN1S(=O)(=O)c1ccc(C)cc1 (configuration not stated),3,6,-7,100,1,-23,-14,0.4,95
Cn1[nH]c(-c2ccccc2)c(/C=N/O)c1=O,5,10,-3,102,3,36,-6,-0.7,107
N#CCc1nn(Cc2ccc(F)cc2)c(=O)c2ccccc12,-11,6,-11,100,0,-6,-9,0.8,94
CC12C(=O)N(c3ccccn3)C(=O)C1C1C=CC2C1 (configuration not stated),-13,-8,-2,99,-2,-5,-8,1.6,99
CS(=O)(=O)N(CC(=O)N1CCC(C(N)=O)CC1)Cc1ccc(Cl)c(Cl)c1,-1,1,-9,105,8,-25,-9,-0.8,112
N#C/C(=C/Nc1ccccc1F)S(=O)(=O)c1ccc(Cl)cc1,-8,3,-17,103,3,11,-8,7.5,103
COc1ccc(/C=C/C(=O)OCCCN(C)C)cc1,-11,17,-2,95,-2,42,-6,2.1,94
CC(C)CNc1nc(N)c([N+](=O)[O-])c(NCc2ccccc2)n1,-3,-12,-5,101,-1,18,-22,-1.1,101
CCC1CN(C(=O)NCc2ccc(F)cc2)c2ccccc2O1 (configuration not stated),1,11,-22,106,5,18,-18,.,101
O=S(=O)(NC1CC2CCC1C2)c1ccc(Cl)cc1 (configuration not stated),3,-6,-7,107,5,5,-15,-2.0,107
CCC(C)NC(=O)Cn1c(=O)n(CCCCC(=O)NCc2ccco2)c(=O)c2ccccc21 (configuration not stated),0,11,-15,105,4,41,-10,-0.4,105
CCOC(=O)c1sc(NC(=O)/C=C/c2cnn(CC)c2C)c(C(=O)OCC)c1C,15,4,-1,98,-2,70*,-12,0.2,102
C=CCNc1nc(SCC=C)nc2ccsc12,-1,-1,-1,.,.,14,-9,-2.8,.
CCCn1nc(NC(=O)c2ccncc2)c2cc3ccccc3nc21,1,0,-15,82,-12,-2,-6,-2.5,87
Cc1sc2ncnc(SCC(=O)N3CCCC3)c2c1C,-2,.,-11,104,11,3,-1,-0.5,105
CNS(=O)(=O)c1cc(Nc2ncnc3sccc23)ccc1C,-7,6,-4,107,8,14,9,1.4,103
COc1ccccc1NC(=O)c1oc2ccc(C)cc2c1C,0,-4,-2,101,3,-8,-13,-0.9,98
Cc1cc(C(=O)Nc2ccc(F)cc2C)n(-c2ccccc2)n1,-6,.,-17,106,-3,37,-14,-0.5,103
COc1cc(Cl)c(S(=O)(=O)N2CC(C)OC(C)C2)cc1Cl (configuration not stated),2,.,-4,92,-4,12,-9,3.1,90
CCCSC(=O)N(CC)CC(=O)Nc1c(CC)cccc1CC,-20,13,-19,96,1,-11,26*,-2.5,100
O=C(CCN1CCCCC1)Nc1cccc(Cl)c1,-2,5,4,107,13,10,-5,0.4,112
CC(=O)c1cccc(-n2nnnc2SCC(=O)Nc2cccc(NC(=O)c3ccco3)c2)c1,-7,-2,-16,107,6,-2,3,-0.3,114
CCOc1ccc(S(=O)(=O)n2nc(C)c(S(=O)(=O)N3CCOCC3)c2C)cc1,-3,28,2,99,-3,-6,2,1.3,99
Cc1onc(-c2ccccc2)c1C(=O)N1CCOCC1,-3,.,-1,95,-1,10,-14,2.9,102
O=C(CSc1nnc(CNC(=O)c2c(F)cccc2F)o1)NCc1ccco1,-4,32,-4,100,1,48,12,0.6,98
Cc1ccc(NC(=O)CN2C(=O)C3C4C=CC(C4)C3C2=O)cc1 (configuration not stated),-1,-16,3,100,-3,37,-4,-0.3,97
CC(NC(=S)NCCCN1CCOCC1)C12CC3CC(CC(C3)C1)C2 (configuration not stated),-12,-7,19,102,-7,6,9,1.7,109
CCN1CCN(CCNC(=O)CS(=O)(=O)Cc2nc(-c3ccc(C)cc3)oc2C)CC1,-2,-10,12,111,11,-12,-10,-0.5,112
O=C(NC1CCCC1)c1ccc(Cl)c(S(=O)(=O)N2CCCCC2)c1,7,-7,-27,103,0,42,-5,1.2,107
O=C(NC(=S)NC1CCSC1=O)c1ccccc1 (configuration not stated),-13,6,-18,112,0,8,-6,0.6,108
COc1cc(/C=N/n2nnnc2N)cc(OC)c1OC,3,2,-2,103,4,29,-10,0.6,103
Cc1c(Cl)cccc1NC(=O)c1ccc(OCC(=O)NCc2ccccc2)cc1,0,20,-9,100,9,-19,-9,10,105
O=C(c1ccco1)N1CCN(C2CC(=O)N(c3ccc(F)c(Cl)c3)C2=O)CC1 (configuration not stated),-8,1,-16,95,-6,45,1,1.3,91
CC1CCN(C(=O)CN2C(=O)c3ccccc3S2(=O)=O)CC1,-5,9,-2,105,5,21,-6,0.7,107
COc1cc(C2C(C(=O)c3ccco3)=C(O)C(=O)N2Cc2ccccc2)ccc1O (configuration not stated),9,3,-22,103,-6,19,-6,-0.1,102
CS(=O)(=O)N1CCN(CC(=O)NC2CCCC2)CC1,3,-1,-2,99,6,24,-9,0.3,101
O=C(Nc1nnc(SCc2c(Cl)cccc2Cl)s1)c1cccc([N+](=O)[O-])c1,-1,.,1,105,-5,-34,-7,3.7,97
Cc1ccc(C)c(OCCCC(=O)NC2CCCCC2)c1,1,9,-34,103,3,8,-1,-0.5,104
CC[n+]1ccc(/C=C/c2c[nH]c3ccccc23)cc1,1,17,10,99,2,-25,6,2.5,103
O=C(CC(Cc1ccccc1)C(=O)O)Nc1ccccc1 (configuration not stated),1,21,-3,101,-1,44,4,0.5,102
O=C(NCC1CCCO1)c1ccc(Br)o1 (configuration not stated),-2,10,-2,96,-1,56,0,-0.7,99
CC1CCN(C(=O)CN(Cc2ccc(Cl)cc2)S(C)(=O)=O)CC1,-6,.,-33,100,3,.,2,1.8,101
COc1cc(/C=C2/C(=O)NN(c3ccc(Cl)cc3)C2=O)ccc1OC(=O)c1ccco1,-8,-9,-12,101,-1,16,-1,0.0,103
CCCS(=O)(=O)N1CCC(C(=O)NCCc2ccccc2)CC1,-4,32,1,102,1,-11,-7,-0.9,103
CCC(=O)N1CCc2cc(S(=O)(=O)CCC(=O)NCc3cccc(OC)c3)ccc21,-2,10,-19,101,3,33,-8,-1.8,101
COc1ccc(Br)cc1S(=O)(=O)NCc1ccccc1,-1,-24,-7,99,-2,-4,-5,0.4,97
O=C(Nc1ccc2c(c1)OCO2)C1CCN(C(=O)CSc2ncnc3ccccc23)CC1,23,-5,-26,97,-4,25,2,1.1,93
COc1cc(NC(=O)CSc2nc3[nH]ncc3c(=O)n2-c2ccccc2C)cc(OC)c1OC,15,20,-23,100,-1,14,-21,-2.2,98
O=c1c(-c2ccc(Br)cc2)[n+]([O-])c2ccccc2n1OCc1ccccc1,-15,.,1,100,1,-6,-10,-0.2,96
CCOC(=O)N1CCN(CCCc2ccccc2)CC1,-8,12,-1,96,5,25,-14,0.9,107
CC(NS(=O)(=O)c1ccc(Br)cc1)C(=O)NCCc1ccccc1 (configuration not stated),0,21,-6,101,12,-4,0,-0.8,94

# The final 2 entries of the part before lead into the next.
SMILES,M18AAP inhibitor,NALP1 inh,DNA FID counter,MEKK3 PB1 HTS,MEKK2mut PB1 HTS,PHOSPHO1 inh,GPR7 antagonist,OXTR ag,MEKK2 WT-MEK5
CCOC(=O)N1CCN(CCCc2ccccc2)CC1,-8,12,-1,96,5,25,-14,0.9,107
CC(NS(=O)(=O)c1ccc(Br)cc1)C(=O)NCCc1ccccc1 (configuration not stated),0,21,-6,101,12,-4,0,-0.8,94
CCN(CC)S(=O)(=O)c1ccc(C)c(NC(=O)Cn2c(=O)cnc3ccccc32)c1,-8,8,-8,160*,0,6,5,-0.5,107
CC(C)C(=O)Nc1c(O)c2ccccc2[nH]c1=O,11,6,2,95,-5,-3,-13,-0.1,91
CN1CCN(CCOCCOc2ccc(Br)cc2Cl)CC1,6,26,15,100,2,18,11,-0.1,110
O=C(Nc1cc(N2CCCCC2)ncn1)c1ccc(F)cc1,1,11,-16,100,1,39,-3,-1.6,103
CC1(C(=O)O)Sc2[nH]c(=O)sc2C2c3ccccc3OC(=O)C21 (configuration not stated),30*,11,1,96,4,37,-2,0.5,104
COc1ccccc1-c1cc(C(=O)NN)[nH]n1,-8,.,-13,97,-10,32,19,-1.8,95
CSc1ccc(CN2CCN(Cc3ccc([N+](=O)[O-])cc3)CC2)cc1,-1,15,14,73,-9,28,31*,6.4,84
COc1ccc(/C(N)=N/OC(=O)Oc2ccccc2)cc1,5,-22,0,102,2,15,-5,2.4,99
CC1CCN(c2ccc([N+](=O)[O-])cc2C(=O)NCC2CCCO2)CC1 (configuration not stated),4,0,-21,95,3,43,1,-2.1,101
Cc1ccc([N+](=O)[O-])cc1/C=N/Nc1nnnn1-c1ccccc1,5,-12,0,94,-5,2,-5,-0.4,93
CCOCCCNC(=O)C(c1ccc(C)cc1)N1CCOCC1 (configuration not stated),.,-9,.,94,1,-4,.,-0.5,92
CC(=O)Nc1ccc(S(=O)(=O)N2CCN(c3ccc([N+](=O)[O-])cc3)CC2)cc1,3,8,6,104,2,20,11,.,106

# Next section; it opens with the four that closed the last part.
SMILES,M18AAP inhibitor,NALP1 inh,DNA FID counter,MEKK3 PB1 HTS,MEKK2mut PB1 HTS,PHOSPHO1 inh,GPR7 antagonist,OXTR ag,MEKK2 WT-MEK5
CC1CCN(c2ccc([N+](=O)[O-])cc2C(=O)NCC2CCCO2)CC1 (configuration not stated),4,0,-21,95,3,43,1,-2.1,101
Cc1ccc([N+](=O)[O-])cc1/C=N/Nc1nnnn1-c1ccccc1,5,-12,0,94,-5,2,-5,-0.4,93
CCOCCCNC(=O)C(c1ccc(C)cc1)N1CCOCC1 (configuration not stated),.,-9,.,94,1,-4,.,-0.5,92
CC(=O)Nc1ccc(S(=O)(=O)N2CCN(c3ccc([N+](=O)[O-])cc3)CC2)cc1,3,8,6,104,2,20,11,.,106
COc1cc(CN2CCC(C(N)=O)CC2)ccc1OCc1ccccc1,2,7,8,109,4,39,-3,-0.2,117
N#C/C(=C(/O)COC(=O)c1ccccc1O)c1nc2ccccc2s1,0,6,-7,93,-10,38,-6,3.8,86
COc1ccccc1OCC(=O)NCCC1=CCCCC1,3,35,-25,107,4,19,-10,-2.6,106
COc1ccc(C(=O)CC(=O)O)c2c1C=CC(C)(C)O2,-1,20,1,103,1,16,-1,0.4,104
CC(C)NC(=S)n1cc(C(=O)c2cc(Cl)cc(Cl)c2O)cn1,20,-17,-3,102,-1,19,-11,5.5,98
COc1ccc(N2CCN(C(=O)COc3ccccc3)CC2)cc1,0,2,-14,104,4,0,-6,0.2,106

# High-throughput results (PubChem)
